AT treatment = potential ataxia-telangiectasia treatment | […] A-T fibroblasts, KAP-1 phosphorylation AlphaLISA; neocarzinostatin DNA damage 30 min before lysis | Potency, µM (highest dose often 57.5 µM), for inactives: top-dose activation, usual class: activators | 320,000 tested, 0.19% active; note: potency is the fitted concentration of half-maximal effect; % of control where 0% means no effect; nearly all actives have a fitted effect of over 45% in size
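ATM-like activity read as KAP-1 phosphorylation via AlphaLISA donor/acceptor antibody pairs after lysis and 6 hr at 25C. Cells were ATM-null patient fibroblasts ([…], hTERT), dosed 60 min, then exposed to the DSB inducer NCS for 30 min.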
Mito fusion yeast = blocks mitochondrial division or promotes mitochondrial fusion; S. cerevisiae fusion-defective mutant growth rescue, CellTiterGlo 48 h; Potency, µM (doses to about 46.1 µM), without a hit: top-dose growth rescue (activation), most hits filed as activators; 320,000 tested, 0.23% active; AID 485298;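 note: potency is the fitted concentration of half-maximal effect; % of control where 0% means no effect; nearly all actives have a fitted effect of over 45% in size; temperature-sensitive fusion mutants such as fzo1-1 at 37 °C on non-fermentable ethanol glycerol medium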
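S. cerevisiae fusion-defective temperature-sensitive mutants (e.g. fzo1-1, mgm1-5) grown 48 h at 37C in YPEG (ethanol/glycerol non-fermentable) medium with 23 nl compound per well; growth rescue read as CellTiterGlo luminescence.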
TCR act = activates T cell receptor signaling; 330,000 tested, under 10 active; Potency, µM (series often up to 9.22 µM), inactives show at the highest dose activation of IL-2 secretion, most hits filed as activators; primary human leukocytes, anti-CD3, IL-2 HTRF, 48 h; note: % of control where 0% means no effect
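HTRF read-out of IL-2 secretion: europium cryptate donor excited at 320nm, d2 acceptor emission at 665nm. Cells were primary human leukocytes incubated 48 hr with compounds and a-CD3 beads, supplying TCR signal only.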
KCNH2 3.1 inh = blocks the human KCNH2 3.1 channel isoform; U2OS KCNH2 3.1, thallium flux FluxOr; active compounds read low; activity change, % (tested at about 1.8 µM); 340,000 tested, 0.95% active; AID 720553;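 active = maximum activity change below -70%; inconclusive = maximum activity change from -70% to -50%; inactive = maximum activity change above -50%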;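 note: thallium influx rate constant from kinetic fluorescence after stimulation buffer; % is set by controls: 0 for no effect and ±100 for the full control effect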
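Thallium flux via FluxOr fluorescence (Red40 quencher, 45 min loading) in U2OS cells virally expressing the KCNH2 3.1 isoform (1.77 x 10^8 /mL virus, overnight at 37 C). Rate constants from 2-min kinetic reads post-stimulation, normalised to positive and negative controls.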
TSHR antag = antagonists of human thyroid stimulating hormone receptor. TSHR-expressing cells, TSH-stimulated cAMP HTRF, 2 h; active compounds read low. activity change, negative = inhibition, % at 11.5 µM. 330,000 tested, 0.2% active. AID 504810;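 active = activity change below a set negative limit, meaning inhibition stronger than a set level, cut at about -70% in these data; inconclusive = activity change between two set negative limits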; note: % is set by controls: 0 for no effect and ±100 for the full control effect
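Cell-based HTRF cAMP assay; TSHR cells + compound, TSH EC80 (4nM final), 2 h, 37 deg C. Lysis with anti-cAMP cryptate and cAMP-d2, 30 min RT, read 665/620 nm.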
ELG1 DNA repair = ELG1-dependent DNA repair inhibition. HEK293T ELG1-luciferase reporter, luminescence, 16 h; DNA damage induced by 5-fluorouridine. Potency, µM (top dose mostly 46.1 µM), without a hit: at the top dose activity change, negative = inhibition, usual class: inhibitors. 330,000 tested, 2.3% active. AID 504467; note: potency is the fitted concentration of half-maximal effect; % is set by controls: 0 for no effect and ±100 for the full control effect; nearly all actives have a fitted effect of over 55% in size
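Cells (2,000 per well) received 5-fluorouridine plus test compound or DMSO and were incubated 16 hr at 37 °C, 5% CO2. Luciferase activity was read by luminescence 30 min after ONE-Glo addition; signal suppression marked inhibition of damage-induced ELG1 function.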
TRPV1 ag = human TRPV1 agonism; 320,000 tested, 0.19% active; activation, % at 8.33 µM; Q8NER1; TRPV1-expressing cells, Fluo-8 calcium influx, agonist mode; AID 540275; in the data active = activation above about 80%; inconclusive = between about 30% and that limit; note: 0% is about no effect
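TRPV1-expressing cells were cultured overnight at 35.5C and loaded with Fluo-8 calcium dye for 40 to 90 min at room temperature. After a 10 s baseline, compound was added and calcium influx was read kinetically for 3 min (ex 480/em 520 nm).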
USP2a block = blocks human ubiquitin-specific protease USP2a | USP2 core, Ub-CHOP2 coupled fluorogenic reporter, 485/531 | 330,000 tested, 0.01% active | O75604 | Potency, µM (titrated, usually from 38.3 µM), without a hit: at the highest dose activity change, negative = inhibition, hits mostly inhibitors;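 note: potency is the fitted concentration of half-maximal effect; plate controls were DMSO wells for no effect and full inhibition by NEM control for full effect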
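USP2 core (10nM final) preincubated 30min RT with compound in 20mM Tris-HCl pH 8.0, 2mM CaCl2, 2mM beta-mercaptoethanol, 0.05% CHAPS; 25nM Ub-CHOP2 plus 25nM reporter substrate added, fluorescence (Ex485/Em531) read after 60min.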
Eya2 phos inh = inhibitors of human Eya2 phosphatase activity | O00167 | recombinant Eya2, OMFP fluorescence dephosphorylation (OMFP is methylfluorescein phosphate) | Potency, µM (highest dose often 76.9 µM), without a hit: at the highest dose activity, negative = inhibition, hits mostly inhibitors | 330,000 tested, 0.006% active; note: potency is the fitted concentration of half-maximal effect; % is set by controls: 0 for no effect and ±100 for the full control effect
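Eya2 protein (added as 0.2 uM solution) was preincubated with compound for 10 min at ambient temperature in 50 mM HEPES pH 7.5, 50 mM NaCl, 5 uM MgCl2, 0.05% BSA, 1 mM DTT. OMFP (added at 50 uM) then reacted 10 min; fluorescence read at 485/525 nm.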
KCNH2 WT inh = inhibitors of human wildtype KCNH2 potassium channel; U2OS, BacMam KCNH2, thallium flux FluxOr; active compounds read low; Q12809; AID 720551; activity change, % at 1.84 µM; 340,000 tested, 0.37% active;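 active = maximum activity change below -70%; inconclusive = maximum activity change between -70% and -50%; inactive = maximum activity change above -50%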; note: % is set by controls: 0 for no effect and ±100 for the full control effect
Target sequence (Q12809 whole entry, looked up): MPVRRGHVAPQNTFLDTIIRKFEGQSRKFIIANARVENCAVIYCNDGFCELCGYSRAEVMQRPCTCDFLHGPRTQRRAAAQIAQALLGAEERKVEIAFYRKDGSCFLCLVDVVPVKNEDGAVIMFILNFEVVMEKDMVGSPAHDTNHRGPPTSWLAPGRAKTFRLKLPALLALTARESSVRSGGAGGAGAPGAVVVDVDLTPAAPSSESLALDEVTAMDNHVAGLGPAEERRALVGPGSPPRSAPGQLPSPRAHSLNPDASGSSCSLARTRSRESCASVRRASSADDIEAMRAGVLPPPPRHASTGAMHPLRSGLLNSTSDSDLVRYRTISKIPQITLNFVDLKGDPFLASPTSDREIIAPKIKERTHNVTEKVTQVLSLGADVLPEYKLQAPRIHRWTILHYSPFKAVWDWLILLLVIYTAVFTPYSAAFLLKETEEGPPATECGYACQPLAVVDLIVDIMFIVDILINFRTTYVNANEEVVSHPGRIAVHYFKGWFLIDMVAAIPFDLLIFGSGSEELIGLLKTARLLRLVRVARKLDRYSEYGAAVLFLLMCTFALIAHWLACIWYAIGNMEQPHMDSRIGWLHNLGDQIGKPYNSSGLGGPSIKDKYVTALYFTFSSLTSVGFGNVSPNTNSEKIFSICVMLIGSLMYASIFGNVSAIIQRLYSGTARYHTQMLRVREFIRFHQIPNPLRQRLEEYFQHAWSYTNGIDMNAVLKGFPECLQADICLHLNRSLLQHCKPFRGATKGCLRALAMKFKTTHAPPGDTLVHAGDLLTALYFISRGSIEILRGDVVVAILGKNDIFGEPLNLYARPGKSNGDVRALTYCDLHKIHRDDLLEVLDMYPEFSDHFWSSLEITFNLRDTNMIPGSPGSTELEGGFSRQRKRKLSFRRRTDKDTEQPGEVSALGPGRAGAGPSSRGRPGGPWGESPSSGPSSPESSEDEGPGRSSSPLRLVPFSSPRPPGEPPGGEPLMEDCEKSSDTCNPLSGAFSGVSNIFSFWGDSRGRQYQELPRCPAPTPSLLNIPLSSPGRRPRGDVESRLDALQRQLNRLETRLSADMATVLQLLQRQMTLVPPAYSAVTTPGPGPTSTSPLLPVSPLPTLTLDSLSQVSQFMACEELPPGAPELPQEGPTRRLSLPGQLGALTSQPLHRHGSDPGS
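U2OS cells transduced with wild-type KCNH2 virus are loaded with FluxOr dye for 45 min, and thallium flux is measured in kinetic reads before and after stimulation buffer. Rate constants are normalized to DMSO controls.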
* marks the source's active call; other numbers are inactive results; i = inactive; ? = inconclusive; · = not tested or not shown; [ ] = another dose, or the depositor's remark. Unless noted, calls come from the whole dose curve; as a rule, active = well fitted curve in the direction sought with a large enough effect; inconclusive = small, poorly fitted or top-dose-only effect, or another doubt; inactive = no such curve, though single readings can be large; an effect the other way counts as inactive or inconclusive. This is a subset, so the mix of outcomes need not match the whole.

compound,AT treatment,Mito fusion yeast,TCR act,KCNH2 3.1 inh,TSHR antag,ELG1 DNA repair,TRPV1 ag,USP2a block,Eya2 phos inh,KCNH2 WT inh
O=c1cnnc(SCc2ccc([N+](=O)[O-])cc2)[nH]1,-4%,3%,-2%,7,3,14%,-2,3%,-11%,i
CCc1ccc(C)c(OC(=O)c2cncc(Br)c2)c1,-3%,-5%,4%,16,9,7%,6,-2%,4%,-10
CC(C)c1ccc(C(O)c2cnc(C(C)C)n2C)cc1 (stereo not drawn),-2%,-1%,4%,-8,-4,29%,-3,1%,-18%,-12
CC(=O)Nc1cc(S(=O)(=O)C(F)(F)F)ccc1Cl,2%,-1%,2%,8,4,6%,1,0%,13%,6
CCn1c(SCC(=O)Nc2ccc(F)cc2F)nc2c(c1=O)SCC2,-1%,-8%,0%,1,-6,6%,0,3%,3%,2
CCN(CC(=O)Nc1cc(Cl)ccc1-n1cncn1)Cc1nc2ccccc2c(=O)[nH]1,1%,3%,3%,23,22,8.2µM*,-5,2%,-11%,-24
O=C(c1ccccn1)C1CCCN(Cc2cn[nH]c2-c2cc3ccccc3o2)C1 (stereo not drawn),0%,-3%,1%,-30,15,?,1,-3%,-11%,-8
CC(Oc1ccc(Br)cc1)C(=O)Nc1ccc(N2CCOCC2)cc1N1CCOCC1 (stereo not drawn),-3%,-13%,9%,3,2,?,3,0%,-4%,-13
Cc1cc(N=Cc2c(O)n(-c3cccc(Cl)c3)c(=O)c3ccccc23)no1,·,17%,2%[46.1 µM],-9,-3,18µM*,5,-2%,-3%,2
CCOc1ccc(NC(=O)CN(C)C(=O)c2cccc3ccccc23)cc1OCC,0%,2%,4%,3,1,2%,-2,3%,-17%,7
COC(C(=O)NCc1ccccc1C)c1ccccc1 (stereo not drawn),2%,0%,-15%[46.1 µM],2,3,13%,0,1%,2%,2
O=C(N/N=C/c1ccc(OCCCF)cc1)c1ccc(C(F)(F)F)cc1,4%,?,-2%,6,1,?,12,2%,6%,-7
COc1cccc(CNc2ncn[nH]2)c1OCc1ccc(F)cc1,-3%[11.5 µM],-6%,3%,2,-10,-1%,5,-4%,-9%,-4
CCOC(=O)C1C(=O)NC(c2ccccc2)=NC1c1ccccc1 (stereo not drawn),5%,0%,1%,-14,4,-10%,-2,1%,-14%,-14
COc1ccc(NC(=O)CN(C)C(=O)c2oc3c(ccc4ccccc43)c2C)cc1,3%,10%,-3%,3,-9,?,?,2%,-1%,1
Nc1nnc(SCC(=O)c2ccccc2)s1,-4%,1%,-1%,-4,6,?,-2,-1%,-4%,-20
COCCN1C(=O)/C(=C/c2ccc(N3CCCC3)cc2C)SC1=S,0%[11.5 µM],0%,-1%,·,3,5%,26,14%,0%,-16
COc1ccc(CCN2C(=O)CC(NCCc3ccc(S(N)(=O)=O)cc3)C2=O)cc1OC (stereo not drawn),3%,-9%,2%,3,0,-8%,0,1%,7%,1
O=C1NC(=O)/C(=C/c2cccc([N+](=O)[O-])c2)N1,9%,-1%,-1%,-6,-1,1%,-1,3%,-22%,0
Cc1ccc(NS(=O)(=O)c2ccc(NC(=O)CN(c3cc([N+](=O)[O-])ccc3C)S(C)(=O)=O)cc2)c(C)c1,0%,-3%,3%[46.1 µM],1,-19,?,9,-10%,3%,1
COc1cc(C=C(c2nc3ccccc3s2)c2nc3ccccc3s2)ccc1O,0%,16µM*,-8%[46.1 µM],·,37,?,2,-9%,-11%,-6
O=C(COc1ccccc1)Nc1cccc(S(=O)(=O)N2CCCC2)c1,5%,4%,0%,3,-3,2%,7,3%,-8%,1
Cn1cc(CN2CCCC(CNS(=O)(=O)c3cccc4cccnc34)C2)cn1 (stereo not drawn),6%,0%,-3%,-3,-4,0%,-1,1%,-4%,-3
CCOC(=O)CSc1nnc(-c2ccc(OC)cc2)n1CC,-11%,-5%,-2%,13,-6,-1%,1,1%,-2%,-12
CC(=O)Nc1ccc(C(=O)OCC(=O)N2CCCC2)cc1,3%,-5%,5%,10,-3,16%,-1,1%,-2%,-8
Cc1cc2cc(C(c3nnnn3Cc3ccccc3)N3CCc4ccccc43)c(=O)[nH]c2cc1C (stereo not drawn),-4%,7%,5%,-2,21,?,6,0%,4%,-21
C/C=C/C=N/NC(=O)CN(c1ccc(Br)cc1)S(=O)(=O)c1ccccc1,11%,5%,7%[46.1 µM],-6,0,0%,3,2%,6%,-1
Cc1ccc(S(=O)(=O)NC(C(=O)N2CCOCCOCCOCCOCC2)C(C)C)cc1 (stereo not drawn),1%,3%,-8%,10,-5,-1%,4,1%,4%,7
CCOc1ccc(OCCC(=O)OCC(=O)NC2CC2)cc1,14%,-3%,-2%,-13,-3,10%,-2,-1%,4%,-1
Cc1cccn2c(=O)c(/C=C3\SC(=S)N(CC(C)C)C3=O)c(NCCCOC(C)C)nc12,-8%,-1%,-5%,-3,7,-21%,-3,5%,4%,-14
CCCCN(C(=O)/C=C/c1ccco1)c1c(N)n(CC(C)C)c(=O)[nH]c1=O,3%,1%,1%,3,10,11%,0,0%,12%,-2
O=C(CCCO)c1ccc2c(c1)OCCO2,·,-4%,-2%,0,·,·,1,·,·,11
C=CCOc1ccc(C(=O)Nc2ccccc2C(=O)NCc2cccnc2)cc1,5%,31%,5%,-12,-8,-25%,-1,0%,9%,-12
O=c1cc(O)nc(SCc2ccccc2)[nH]1,0%,-4%,1%,-13,-21,7%,2,-1%,-5%,2
Cc1cnc(C(=O)Nc2cccc(S(=O)(=O)N(C)C)c2)cn1,0%,-4%,-4%[46.1 µM],15,9,8%,0,4%,4%,11
Cc1nn(-c2ccccc2)c2nc(Cl)c(C(=O)O)cc12,4%,-2%,-2%[46.1 µM],·,1,-3%,1,0%,1%,4
CNS(=O)(=O)c1cccc(C(=O)OCC(=O)c2cc(C)n(CC3CCCO3)c2C)c1 (stereo not drawn),-3%,4%,1%,-1,1,?,19,3%,4%,20
N#Cc1cc2c(nc1SC1CCCCC1O)CCCC2 (stereo not drawn),0%,9%,0%,2,-2,15%,17,2%,-3%,3
CCOC(=O)Nc1ccc(NC(=O)c2ccccc2F)cc1,0%,-2%,-2%,12,-9,?,3,0%,-2%,·
Cc1nn2c(=O)cc(CSc3nc4ccccc4[nH]3)nc2s1,?,5%,-4%,8,26,2%,5,1%,8%,-7

4 compounds out of the list above, arranged by the number in TCR act, largest number first.
| compound | TCR act |
| --- | --- |
| CCOC(=O)C1C(=O)NC(c2ccccc2)=NC1c1ccccc1 (stereo not drawn) | 1% |
| CCn1c(SCC(=O)Nc2ccc(F)cc2F)nc2c(c1=O)SCC2 | 0% |
| COCCN1C(=O)/C(=C/c2ccc(N3CCCC3)cc2C)SC1=S | -1% |
| CCOC(=O)CSc1nnc(-c2ccc(OC)cc2)n1CC | -2% |

Going on with the list.
compound,AT treatment,Mito fusion yeast,TCR act,KCNH2 3.1 inh,TSHR antag,ELG1 DNA repair,TRPV1 ag,USP2a block,Eya2 phos inh,KCNH2 WT inh
CC(C)Oc1ccc(C(=O)Nc2ccc(N3CCCC3)cc2)cc1,1%,-4%,-20%,4,1,?,1,?,-11%,-6
COc1ccc(C(N)c2nccc3cc(OC)c(OC)cc23)cc1OC (stereo not drawn),3%,1%,0%,3,7,?,2,1%,10%,1
Cc1ccc2c(Cl)c(C)c(N3CCCCC3)nc2n1,3%,?,-1%[46.1 µM],0,-2,12%,13,-2%,-2%,0
COc1ccccc1Nc1ncnc2sccc12,17%,25%,-11%,14,1,15%,-6,-1%,-8%,3
COc1ccc(NS(=O)(=O)c2cccs2)cc1S(=O)(=O)N1CCCCC1,17%,7%,-7%,2,-9,0%,4,-1%,12%,9
COc1ccc(C2(C)NC(=O)N(CC(=O)Nc3ccc4[nH]c(=O)[nH]c4c3)C2=O)cc1 (stereo not drawn),0%,-6%,·,-1,1,10%,-2,1%,-15%,-1
COc1ccc(C(=O)NN2CCOCC2)cc1,-2%,-2%,4%,23,21,10%,-5,2%,9%,13
COc1ccc(C2=Nn3c(nnc3-c3ccccc3Cl)SC2)cc1OC1CCCC1,-7%,·,-5%,·,80,?,·,-14%,-5%,·
Nc1cccc2c1C(=O)N(C(=O)/C=C/c1ccc(F)cc1)C2=O,19%,9%,1%,-4,-4,?,6,-2%,8%,3
